# Bioassay records (PubChem)
# HP1b chromo inh: inhibitors of HP1-beta chromodomain binding to methylated histone tails | AID 540317 | AlphaScreen HP1-beta / biotin-H3K9me3 peptide binding | P83916 | 0.56% of 390,000 active | Potency, µM (highest dose often 114 µM), for the others: top-dose activity change, negative = inhibition, usual class: inhibitors; further: potency means the concentration at half of the fitted maximal effect; nearly all actives have a fitted effect of over 70% in size; inactives centre near 23
#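 HP1-beta protein (50 nM final) preincubated 30 min at room temperature with biotinylated H3(1-18)K9me3 peptide (50 nM) in PBS pH 7.4, 0.01% Tween-20, then compound added for 30 min. AlphaScreen streptavidin donor/nickel chelate acceptor beads (10 ug/mL final), 30 min dark, luminescence read.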
# Pin1 inhibitor: blocks the human prolyl isomerase Pin1. Q13526. Pin1 FP peptide displacement, HiFluor488, 10 min. Potency, µM (titrated, usually from 115 µM), without a hit: at the highest dose activity, negative = inhibition, actives largely listed as inhibitors. 0.009% of 390,000 active; active means well fitted inhibition curve with a large enough effect in the polarisation, with a control signal flat, not every such curve was filed as active; inconclusive means small, poorly fitted or top-dose-only effect, or effect the other way, or a change in a side signal; inactive means no such curve, though single readings can be large or run the other way; the % refers to the polarisation; further: potency means the concentration at half of the fitted maximal effect; on the % scale 0 is the no-effect control and ±100 the full control effect
# Tb PGK inh: inhibitors of T. brucei phosphoglycerate kinase; PGK/GAPDH coupled, Kinase-Glo luminescence, 60 min; 0.043% of 380,000 active; Potency, µM (series often up to 57.5 µM), for inactives: at the top dose activity change, negative = inhibition, hits mostly inhibitors; further: potency means the concentration at half of the fitted maximal effect; on the % scale 0 is the no-effect control and ±100 the full control effect; nearly all actives have a fitted effect of over 60% in size
#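 Recombinant glycosomal PGK reaction used 1,3-bisphosphoglycerate generated in-well by GAPDH (100nM final) in 100mM TEA pH 7.6, 5mM MgCl2, 0.01% Tween-20. After 60 minutes at room temperature, ATP was read by Kinase-Glo Plus luminescence end-point.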
# GLS inhibitor: blocks human kidney-isoform glutaminase activity | GLS enzymatic activity, qHTS titration | Potency, µM (series often up to 45.5 µM), for inactives: at the highest dose activity change, negative = inhibition, usual class: inhibitors | 0.21% of 410,000 active; further: potency means the concentration at half of the fitted maximal effect; on the % scale 0 is the no-effect control and ±100 the full control effect
#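 Read-out is an Amplex red fluorescence increase coupled through glutamate oxidase and HRP, measured before and after 30 min room-temperature incubation. hKGA is in 45 mM KH2PO4 (pH 8.2) with 0.02% Tween-20; glutamine added as 1mM solution.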
# POLH inh: inhibitors of human DNA polymerase eta. recombinant Pol eta, fluorescent DNA replication assay. Potency, µM (top dose mostly 114 µM), for the others: at the top dose activity change, negative = inhibition, usual class: inhibitors. 1.2% of 390,000 active. Q9Y253. AID 588591; further: potency means the concentration at half of the fitted maximal effect; on the % scale 0 is the no-effect control and ±100 the full control effect
#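 Fluorescent replication assay: 50 nM final substrate added after a 15 min room-temperature compound preincubation with 10 nM enzyme. Signal taken at 0 min and again at 10 min.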
# PI4K2A inh: inhibitors of human PI4K2A. 0.13% of 420,000 active. AID 1346378. purified PI4K2A, ADP-Glo luminescence, 1 h; stronger effect = lower value. activity change, negative = inhibition, % at 76.9 µM; in the data active means activity change below about -50%; inconclusive means mostly about -30% to -49%;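 further: -100% = wells without enzyme as full effect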
#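 In this quantitative HTS, ADP production by PI4K2A was quantified luminescently after 1 h at ambient temperature; 100 microM adenosine served as plate-quality control.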
# BAZ2B block: BAZ2B (human) inhibition | 4.4% of 360,000 active | AlphaScreen BAZ2B-H3K14Ac peptide displacement | Potency, µM (titrated, usually from 114 µM), without a hit: top-dose activity change, negative = inhibition, usual class: inhibitors | Q9UIF8; further: potency means the concentration at half of the fitted maximal effect; on the % scale 0 is the no-effect control and ±100 the full control effect; nearly all actives have a fitted effect of over 60% in size
#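 Compounds, titrated to a top concentration of 110 uM, were incubated 30 min at room temperature with preformed BAZ2B/acetyl-K14 H3 peptide complex (50 nM each). Proximity signal was measured by AlphaScreen after 20 min with beads.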
# JMJD2A Tudor: inhibitors of human JMJD2A Tudor domain | O75164 | 4.4% of 390,000 active | AID 504339 | Potency, µM (titrated, usually from 114 µM), without a hit: top-dose activity change, negative = inhibition, usual class: inhibitors | AlphaScreen JMJD2A-Tudor / H3K4me3 peptide binding; further: potency means the concentration at half of the fitted maximal effect; on the % scale 0 is the no-effect control and ±100 the full control effect; nearly all actives have a fitted effect of over 50% in size
# G9a inh: inhibitors of human histone lysine methyltransferase G9a. 8.8% of 350,000 active. Potency, µM (doses to about 102 µM), for inactives: at the top dose activity, negative = inhibition, most hits filed as inhibitors. AID 504332. Q96KQ7. G9a H3K9 monomethylation, AlphaScreen, 2 h; further: potency means the concentration at half of the fitted maximal effect; on the % scale 0 is the no-effect control and ±100 the full control effect; nearly all actives have a fitted effect of over 75% in size
#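 Step 1: enzyme (final 20 nM) with compound, 15 min RT. Step 2: substrate peptide 500 nM and SAM 20 uM, 2 h RT. Step 3: anti-H3K9me1 antibody and AlphaScreen beads, 10 min, then plate read.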
# * marks the source's active call; other numbers are inactive results; i = inactive; ? = inconclusive; . = not tested or not shown; & = joins results of further samples; [ ] = another dose, or the depositor's remark. Unless noted, the call rests on the fitted dose curve; in most records, active means well fitted curve in the direction sought with a large enough effect; inconclusive means small, poorly fitted or top-dose-only effect, or another doubt; inactive means no such curve, though single readings can be large; an effect the other way counts as inactive or inconclusive. These rows are one share of the data; rates above refer to the full screens.
Molecule | PI4K2A inh | JMJD2A Tudor | POLH inh | HP1b chromo inh | BAZ2B block | G9a inh | GLS inhibitor | Pin1 inhibitor | Tb PGK inh
O=C(C1=NN(c2ccccc2)C2C(=O)N(c3ccccc3Cl)C(=O)C12)c1ccccc1 (stereo not drawn) | 3 | 49%[activator] | -14% | 99%[activator] | -2% | 114%[activator][59 µM] | -15% | ? | -8%
O=S(=O)(c1ccc2nc(COc3ccc(Cl)cc3Cl)[nH]c2c1)N1CCOCC1 | 0 | -14% | -11% | 17% | -24% | -51%[59 µM] | 10% | 15% | -10%
COc1cc(/C=N/n2nnnc2N)ccc1OCc1c(C)no[n+]1[O-] | -2 | -12% | -4% | 12% | 0% | -4%[59 µM] | 4% | -8% | -6%
O=C/C(=C\Nc1ccc(Br)cc1)c1nc2ccccc2o1 | 2 | 7% | -1% | 8% | -21% | -36% | 2% | -4% | 9%
CCn1ncc(C(=O)Nc2ccccc2C)c1C | 3 | -2% | -20% | 55%[activator] | 10% | 11%[59 µM] | -2% | -1% | -2%
CC(=O)c1ccc(NC(=O)Nc2ccc(NS(=O)(=O)c3ccc(C)cc3)cc2)cc1 | -1 | -30% | -17% | -11% | -11% | -36% | 7% | 2% | 12%
O=C(N/N=C/C(Cl)=C/c1ccc([N+](=O)[O-])cc1)C(=O)Nc1ccccc1C(=O)O | 16 | ? | 45µM* | -21% | ? | 35µM* | -2% | . | ?
O=C(NCC1CCCO1)c1cccc(NC(=O)c2cccs2)c1 (stereo not drawn) | 3 | -17% | -19% | -2% | -4% | . | 43%[activator] | -8% | -10%
CS(=O)(=O)N(CC(=O)N/N=C/c1cccs1)c1cccc(Cl)c1Cl | -8 | -26% | -14% | 15% | -6% | 42%[12.7 µM] | -9% | 3% | -8%
O=C(CCC(=O)Nc1ccc(F)cc1)N/N=C/c1cccs1 | -5 | -3% | -10% | 28% | -4% | 24% | -7% | -2% | -2%
COc1cccc(-c2cc(C(=O)NCCc3ccc(C)cc3)[nH]n2)c1 | -2 | -8% | -13% | 30% | -7% | -32%[59 µM] | -2% | 8% | -8%
CCN(c1ccccc1)S(=O)(=O)c1ccc(Cl)c(NC(=O)CSc2ncn[nH]2)c1 | 1 | -33% | -14% | 16% | -4% | ? | 13% | -9% | -2%
CCS(=O)(=O)N1CCC(C(=O)NC2CCCCC2)CC1 | 2 | -3% | 3% | 11% | -4% | 11%[12.7 µM] | 2% | -1% | -2%
CN(CCCNC(=O)C1CCN(S(=O)(=O)N2CCC3(CC2)OCCO3)CC1)Cc1ccccc1 | 0 | -10% | -11% | 26% | 4% | ? | 3% | 8% | .
CC(C)(C)n1nc2c(c1NC(=O)COc1ccccc1F)CS(=O)(=O)C2 | 8 | -13% | -15% | 3% | 6% | 25% | 1% | -4% | 1%
Cc1cc(O)c(/C=N/Nc2ccc(Cl)cc2)c(=O)o1 | -1 | ? | ? | -14% | 2%[57.1 µM] | 8.9µM* | 13% | ? | -6%
COc1ccc(-c2nc(CN3CCC(C(=O)NCc4ccc(C)cc4)CC3)c(C)o2)cc1OC | 0 | -21% | -19% | 17% | ? | -24%[59 µM] | 0% | 5% | 0%
N#Cc1ccc(C(=O)Nc2ccc3ccccc3c2)cc1 | 5 | -19% | -18% | -19% | -2% | 45µM* | 2% | -1% | -12%
CC1CCCC(N2CCN(C(=O)c3ccc([N+](=O)[O-])cc3)CC2)C1 (stereo not drawn) | -5 | 22µM* | -4% | ? | 56µM* | 22µM* | 7% | -16% | 5%
CCOc1ccccc1N1CC(c2nc3ccccc3n2Cc2c(C)cc(C)cc2C)CC1=O (stereo not drawn) | -5 | -14% | ? | 26% | ? | -33%[59 µM] | 11% | 11% | -12%

# The list goes on, starting with the last 7 of the part before.
Molecule | PI4K2A inh | JMJD2A Tudor | POLH inh | HP1b chromo inh | BAZ2B block | G9a inh | GLS inhibitor | Pin1 inhibitor | Tb PGK inh
CN(CCCNC(=O)C1CCN(S(=O)(=O)N2CCC3(CC2)OCCO3)CC1)Cc1ccccc1 | 0 | -10% | -11% | 26% | 4% | ? | 3% | 8% | .
CC(C)(C)n1nc2c(c1NC(=O)COc1ccccc1F)CS(=O)(=O)C2 | 8 | -13% | -15% | 3% | 6% | 25% | 1% | -4% | 1%
Cc1cc(O)c(/C=N/Nc2ccc(Cl)cc2)c(=O)o1 | -1 | ? | ? | -14% | 2%[57.1 µM] | 8.9µM* | 13% | ? | -6%
COc1ccc(-c2nc(CN3CCC(C(=O)NCc4ccc(C)cc4)CC3)c(C)o2)cc1OC | 0 | -21% | -19% | 17% | ? | -24%[59 µM] | 0% | 5% | 0%
N#Cc1ccc(C(=O)Nc2ccc3ccccc3c2)cc1 | 5 | -19% | -18% | -19% | -2% | 45µM* | 2% | -1% | -12%
CC1CCCC(N2CCN(C(=O)c3ccc([N+](=O)[O-])cc3)CC2)C1 (stereo not drawn) | -5 | 22µM* | -4% | ? | 56µM* | 22µM* | 7% | -16% | 5%
CCOc1ccccc1N1CC(c2nc3ccccc3n2Cc2c(C)cc(C)cc2C)CC1=O (stereo not drawn) | -5 | -14% | ? | 26% | ? | -33%[59 µM] | 11% | 11% | -12%
COc1ccccc1NC(=O)c1ccc(CN2C(=O)C(C)=C(c3ccc(C)c(C)c3)S2(=O)=O)cc1 | 4 | -6% | . | 21% | -18% | 10%[59 µM] | 2% | 9% | .
Cc1ccc2nc(Br)c3c(c2c1)OC(CBr)C3 (stereo not drawn) | 0 | 21% | -7% | 69%[activator] | 7% | 1% | 2% | -2% | -5%
COc1ccc(-c2cc(C(=O)n3cnc4ccccc43)c3ccccc3n2)cc1 | -3 | 3% | -17% | 42% | 11% | 0%[59 µM] | 1% | 4% | 0%
COCCCNC(=O)CN1CCN(Cc2ccccc2Cl)C1=O | -7 | -17% | -3% | 21% | 43%[activator] | ? | -13% | 6% | -6%
O=C(CCc1ccccc1)NCC(=O)N/N=C/c1ccc2c(c1)OCO2 | -2 | -25% | -1% | 16% | 1% | 2%[59 µM] | 4% | -11% | i
CCC(C)N(C(=O)COC(=O)CNC(=O)c1ccccc1F)C1CCS(=O)(=O)C1 (stereo not drawn) | -3 | -5% | -2% | 74%[activator] | -36% | 13%[59 µM] | -2% | -3% | -16%
CN(CC(=O)Nc1ccccc1Br)C(=O)CN(C)C1CCCCC1 | 6 | -11% | -10% | 40%[activator] | 8% | -4%[0.501 µM] | -10% | -7% | -10%
Cc1nnc(SCc2cccc(CSc3nnc(C)s3)c2)s1 | 1 | -11% | 2% | 46% | -1% | -2% | -16% | 0% | 3%
CCOC(=O)c1cc(S(=O)(=O)N2CCN(c3cccc(C)c3C)CC2)[nH]n1 | 4 | -31% | -1% | -2%[57 µM] | ? | 10µM* | 12% | -2% | i
COc1cc(-n2c(=O)c3ccccc3n(Cc3cccnc3)c2=O)cc(OC)c1OC | -4 | 0% | -15% | 35% | . | . | -2% | 3% | i
CN1C(=O)C(CC(=O)Nc2ccc3c(c2)Cc2ccccc2-3)N(C)C1=O (stereo not drawn) | -8 | -28% | 1% | -4% | -25% | -26%[59 µM] | 0% | -4% | -5%
COC(=O)c1ccc(C(=O)OC)nc1 | 2 | -3% | -10% | 24% | 1% | 3%[59 µM] | 0% | -7% | -7%
COc1ccc(CCNC(=O)c2cc(=O)c3ccc(C)cc3o2)cc1OC | 1&-5 | -22%&-4% | 14%&-14% | 54%&34%[activator] | -8%&-2% | 4% | 12%&-2% | 0%&-3% | -5%&-10%
Clc1ccccc1C1=Nn2c(nnc2-c2ccncc2)SC1 | -3 | 2% | -5% | 45% | -2% | ? | -4% | 5% | -7%
CCOCCCNC(=S)N1CCCN(c2nc3cc(C)c(C)cc3cc2C#N)CC1 | 1 | 43%[activator] | -17% | 110%[activator] | 16% | 51%[activator] | 4% | 22% | -9%
CCc1ccccc1N1C(=O)C2CC=CCC2C1=O (stereo not drawn) | -4 | -5% | -2% | 21% | 14% | 7%[59 µM] | 1% | -3% | -9%
COc1ccc(CNC(=O)CN(C)S(=O)(=O)c2ccc3c(c2)n(C)c(=O)c(=O)n3C)cc1 | 6 | -11% | -16% | 33% | -13% | 42%[activator] | -15% | 55%[activator] | -3%
O=C(CSc1ncn[nH]1)Nc1ccc2c(c1)CCC2 | -3 | -9% | -7% | 19% | 10% | 18%[59 µM] | 7% | 1% | -5%
Cn1cnc(S(=O)(=O)Nc2ccc(OC(F)F)cc2)c1 | -2 | 6% | -16% | 20% | -2% | -35% | 6% | 4% | -3%
CC1C(=O)N2CCCc3cc(NC(=O)C(=O)NCc4ccccn4)cc1c32 (stereo not drawn) | 2 | -9% | -1% | 38% | -8% | 0% | -6% | -6% | -5%
